Assay outcomes: PubChem BioAssay, Broad Institute
FN deposit inh – fibronectin deposition inhibition. AH1F fibroblasts, Alexa488-fibronectin deposition fluorescence, overnight. inhibition, % at 12.6 µM. 0.086% of 350,000 active;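 active = mean inhibition across replicates of 30% or more, regardless of how many single replicates reach that level; inconclusive = mean under 30% yet at least half of replicates reach 30%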;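 also: positive control wells lacked labelled fibronectin entirely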
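Material: AH1F fibroblasts assembling fluorescent fibronectin matrix; amount: 10000 AH1F cells/well; medium: DMEM, 2% serum; reagent: Alexa488-fibronectin, 24 nM final in well; dosing: single compound dose, delivered by pin transfer; incubation: 1 h adhesion, overnight exposure; detection: fluorescence after three HBSS washes, excitation 485 nm, emission 525 nm; measure: fibronectin deposition inhibition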
PGC1a acetyl inh – PGC1a acetylation modulation, inhibitor mode. U2OS PGC1a acetylation, AlphaScreen anti-acetyl-lysine; with virally co-expressed GCN5 acetyltransferase. inhibition, % at 15.6 µM. 0.17% of 350,000 active. AID 651687;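 active = every replicate shows inhibition of at least 40%; inconclusive = mean inhibition at least 40% but some replicate below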;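 also: 0% = neutral control wells and 100% = positive control wells; some results beyond the cut were filed as inactive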
PglD inh – blocks C. jejuni PglD acetyltransferase activity | AID 602405 | 0.098% of 360,000 active | purified PglD enzyme, DTNB colorimetric CoA detection | inhibition, % at 12.5 µM; in the data active = inhibition above about 16%, passing the limit was not always enough; inconclusive = no clear call, values can overlap the other calls; also: strong numbers were not always called active
PAX8 reporter – PAX8 transcriptional activity inhibition | inhibition, % at 12.6 µM | AID 652154 | 1.2% of 360,000 active | RMG-I TPO-luciferase reporter, SteadyGlo, 24 h;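 active = mean replicate inhibition at least 60% with every replicate also reaching 60%; inconclusive = only one of the two criteria is met; inactive = mean below 60% and not all replicates reaching 60%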;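 also: luciferase light reporting Pax8 driven TPO promoter activity; plate controls were median of neutral control wells for no effect and mitoxantrone controls for full effect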
ERAP1 HTS inh – blocks human ERAP1 aminopeptidase activity | Q9NZ08 | recombinant ERAP1, Leu-AMC fluorescence, 60 min | inhibition, % at 10.7 µM | 0.15% of 340,000 active | AID 652197;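 active = mean replicate inhibition of at least 30%, or all replicates individually reaching that 30% level; inactive = mean below 30% and not every replicate reaching it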;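 also: 0% = neutral control wells and 100% = L-leucinethiol positive control wells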
EWS-Fli inh – blocks EWS/Fli oncoprotein-driven transcription; A673 NR0B1-luciferase reporter, viability-normalised; inhibition, % at 12.6 µM; 0.67% of 350,000 active; AID 651661;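 active = mean inhibition of at least 50% after viability correction, with every replicate also passing that limit; inconclusive = mean reaches 50% but only one of two replicates passes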;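 also: firefly luciferase signal divided by Alamar Blue viability fluorescence both relative to DMSO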
S100A4 MyoIIA – S100A4-myosin IIA interaction inhibition; P26447; S100A4/TAMRA-MyoIIA peptide fluorescence polarization; inhibition, % at 10.7 µM; 0.14% of 360,000 active;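 active = mean inhibition of at least 70% across replicates, with every replicate also reaching that level; inconclusive = mean inhibition reaches 70% but some replicates fall short; inactive = mean inhibition below 70%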
Target sequence (P26447 whole entry, looked up): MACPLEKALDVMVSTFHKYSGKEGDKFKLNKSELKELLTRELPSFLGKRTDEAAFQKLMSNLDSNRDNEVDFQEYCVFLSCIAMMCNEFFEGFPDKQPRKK
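System – human S100A4 monomer protein, biochemical binding assay · Buffer or medium – Calcium-containing HEPES buffer, pH 7.2 · Timing – 5 min between mix addition and reading · Also added – TAMRA-labelled myosin IIA heavy-chain peptide probe, 5 nM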
LGR2 inh – Drosophila LGR2 receptor signaling inhibition. HEK293 LGR2, CRE-luciferase, bursicon-stimulated, 4 h. inhibition, % at 9.99 µM. 0.35% of 380,000 active. AID 720647;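 active = drop in luminescence signal, shown as inhibition above about 50% in the replicate tests, limit read from the data, passing the limit was not always enough; inconclusive = probably only some replicates passing the limit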;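 also: agonist challenge used bursicon conditioned medium at about half maximal strength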
* hit, by the source's call; u = inconclusive; x = no result given; & = joins results of further samples.

SMILES | FN deposit inh | PGC1a acetyl inh | PglD inh | PAX8 reporter | ERAP1 HTS inh | EWS-Fli inh | S100A4 MyoIIA | LGR2 inh
COCCOC(=O)N1C(=O)[C@@]2(c3ccccc31)[C@H](C(=O)N1CCN(c3ncccn3)CC1)[C@H]1C(=O)O[C@H](c3ccccc3)[C@H](c3ccccc3)N1[C@@H]2c1ccc(O)cc1 | x | 12 | 1 | x | 0 | 2 | 9 | x
O=C(NC1CC(=O)N(c2ccc(Cl)cc2)C1)N1CCN(C(=O)c2ccco2)CC1 (centres undefined) | -10 | x | x | 3 | -5 | -4 | -16 | -13
CCOC(=O)c1ccc(NC(=O)C2=C(C)Nc3nc(CCCO)nn3C2c2ccc(OC)cc2)cc1 (centres undefined) | -3 | -2 | -4 | -8 | x | x | x | x
COc1ccc(C(=O)NCc2nnc(SCC(=O)N3CCC(C)CC3)o2)cc1 | 0 | x | x | -5 | -3 | -8 | -3 | x
Cc1noc(C)c1NC(=O)Nc1ccc2c(c1)CC(=O)N([C@H](C)CO)C[C@@H](C)[C@H](CN(C)CC1CC1)O2 | -1 | -7 | -7 | 1 | 4 | -4 | 6 | -1
COc1cc(NC(=O)CSc2ncnc3scc(-c4ccccc4)c23)c(C(=O)O)cc1OC | -1 | x | x | 15 | 0 | 0 | 0 | 3
C[C@H](CO)N1C[C@H](C)[C@@H](CN(C)C)Oc2c(NC(=O)Nc3ccc(F)cc3)cccc2C1=O | -1 | -4 | -8 | -7 | -1 | -6 | 2 | -1
CC1(CC(=O)N/N=C/c2cc([N+](=O)[O-])c(O)cc2O)OCCO1 | -1 | 10 | x | -4 | -1 | -3 | 1 | -4
CCOc1ccc(CC(=O)Nc2cc(=O)n(C)c(=O)n2C)cc1 | -2 | -7 | 9 | -7 | 0 | -2 | 6 | -1
CCN1CCN(S(=O)(=O)c2ccc(Cl)c(C(=O)N(C)Cc3cccc(OC)c3)c2)CC1 | -3 | x | x | -8 | 0 | 1 | 20 | -14
CCOC(=O)C1(C/C(C)=N/NC(N)=O)CC(C)(C)OC1=O (centres undefined) | 6 | 2 | -13 | 0 | 2 | -5 | -5 | -4
O=S(=O)(NC(=S)NC1CCCCC1)c1ccc(Cl)cc1 | x | x | x | 9 | -2 | 2 | -4 | -13
CC(=O)C(=Cc1ccc(Cl)cc1)C(=O)c1ccccc1 | -11 | x | x | 11 | -1 | 11 | 4 | 16
CCN1[C@@H]2c3ccc(-c4ccc(C(=O)N(C)C)cc4)c(=O)n3C[C@@H]2[C@@H](CO)[C@@H]1C(=O)NCCOC | -7 | x | 1 | x | -2 | 4 | 14 | 4
CCCOc1ccc(C(=O)N2CCN(c3ccc(NC(=O)CC)cc3Cl)CC2)cc1 | -8 | 2 | -5 | 19 | 4 | x | 0 | 19
O=C(NCc1ccccc1C(F)(F)F)c1cccc2c1C(=O)c1ccc(N3CCOCC3)cc1S2(=O)=O | -5 | 1 | 4 | -4 | 3 | 12 | 2 | -1
Cc1cc(NC(=O)CSc2ncc(C(F)(F)F)cc2Cl)no1 | -8 | -3 | 3 | x | -2 | 5 | -7 | -25
CCOC(=O)C1=C(C)NC(c2cccs2)C(=O)N1 (centres undefined) | x | x | x | -24 | -3 | 5 | -2 | 5
O=C(Cc1cccc(NC(=O)C2CCN(S(=O)(=O)c3cccc([N+](=O)[O-])c3)CC2)c1)Nc1cccc(C(=O)N2CCCCC2)c1 | 7 | x | -2 | 2 | -1 | 0 | -17 | -20
CC(NC(=O)Cc1ccc(NS(=O)(=O)c2cccc(C(F)(F)F)c2)cc1)c1ccccn1 (centres undefined) | -6 | x | 3 | 4 | 2 | 11 | -2 | -3
CC(C#N)Sc1nnc(-c2ccccc2F)n1C1CC1 (centres undefined) | -1 | -3 | -4 | 10 | 1 | -1 | 0 | 3
Cc1ccccc1CNCCCSc1ncccn1 | 0 | 10 | 8 | -2 | -2 | 17 | -4 | -3
CCNC(=O)C[C@H]1CC[C@H]2[C@@H](COc3ccc(NC(=O)Nc4cccc(C#N)c4)cc3C(=O)N2C)O1 | 16 | 10 | -2 | -2 | -1 | 5 | 2 | 11
CCS(=O)(=O)N1[C@H](C#N)[C@H](c2ccc(C#CC(C)C)cc2)[C@@H]1CO | -1 | -11 | 0 | 3 | 0 | 0 | 1 | 1
CCn1c(CN2CCN(c3ccc(OC)cc3)CC2)nc2cc(S(=O)(=O)N(C)C)ccc21 | 3 | x | -1 | -9 | -6 | 11 | -3 | 1
C[C@H](CO)N1C[C@H](C)[C@@H](CN(C)C(=O)Nc2ccc(C(F)(F)F)cc2)Oc2c(NC(=O)Nc3ccc(C(F)(F)F)cc3)cccc2C1=O | 7 | -6 | 2 | 37 | -4 | -7&-30 | 4&1 | 9&-14
C[C@H](NC(=O)C[C@H]1CC[C@@H]2[C@H](COC[C@H](O)CN2C(=O)Nc2ccccc2)O1)c1ccccc1 | 3 | 0 | -1 | -3 | 0 | -17 | 2 | -3
c1ccc(-c2csc(CN3CCCCC3)n2)cc1 | 0 | -6 | -6 | -216 | -2 | -32 | 3 | 19
CN(C)C(=O)c1nc2ccc(Cl)cn2c1CNCc1ccccc1OC(F)(F)F | x | 5 | 1 | 15 | 0 | 2 | -2 | 5
COc1ccc(S(=O)(=O)Nc2ccc3c(c2)C(=O)N([C@@H](C)CO)C[C@@H](C)[C@@H](CN(C)S(=O)(=O)c2ccc(OC)cc2)OCCCC[C@@H](C)O3)cc1 | -1 | -15 | -1 | 33 | x | 8 | x | 8
O=C(NCc1ccc2c(c1)OCO2)C1CCN(S(=O)(=O)N2CCOCC2)CC1 | -2 | 14 | -3 | -15 | x | x | x | -8
CCOCCCNC(=O)c1ccc2c(c1)ncn2-c1cccc(C)c1 | 10 | -4 | 5 | -6 | 5 | 0 | -2 | 0
COc1cccc(CN(C)C(=O)c2ccc(S(=O)(=O)Nc3ccccc3C)cc2)c1OC | -3 | x | 3 | -6 | -8 | 0 | -2 | 2
COc1ccc(C2=CC(=O)C[C@H](COCc3ccccc3)N(C(=O)OC(C)(C)C)O2)cc1 | 1 | x | -5 | 7 | 5 | 10 | -1 | 15
O=C(Cc1ccncc1)NCC[C@H]1CC[C@H](NC(=O)Nc2ccc(F)cc2)[C@H](CO)O1 | x | 3 | 2 | 3 | 0 | 2 | -2 | 11
COCCN1Cc2cc3cc(C)ccc3nc2SC1=Nc1cccc(OC)c1 | 3 | x | x | -6 | x | -4 | 2 | -32
COc1ccc(Cl)cc1-c1cc(C(=O)Nc2ccc(C(C)(C)C)cc2)[nH]n1 | 9 | 9 | 1 | 30 | 0 | -2 | -10 | 4
CCOc1ccc(Nc2nc(NCC3CCCO3)c3ccccc3n2)cc1 (centres undefined) | x | 0 | x | 22 | -32 | 11 | -6 | u
Cn1cnc2cc(NC(=O)c3ccc(Cl)cc3)ccc21 | 3 | 0 | -1 | -118 | 0 | -96 | -6 | x
COc1ccc(N2CCN(CCCn3ccc(NC(=O)OCc4ccccc4)nc3=O)CC2)cc1 | 9 | 11 | 4 | -1 | -3 | 2 | -4 | -11
O=C(c1ccccc1)N1CCC(c2nc3c(nnn3Cc3ccco3)c(=O)[nH]2)CC1 | 1 | -2 | -2 | 2 | 5 | -1 | -5 | -7
COc1ccc(OCc2nn[nH]n2)cc1 | 3 | -6 | -3 | -2 | x | 7 | -5 | -8
CC(C)NC(=O)Cc1ccc(Br)cc1 | -7 | -5 | -2 | 3 | x | x | x | x
Cc1noc(C)c1S(=O)(=O)Nc1ccc2c(c1)C(=O)N([C@@H](C)CO)C[C@@H](C)[C@@H](CN(C)S(=O)(=O)c1ccc(F)cc1)OCCCC[C@@H](C)O2 | x | -4 | 3 | 6 | 1 | 0 | -18 | 16
CC(/C=N/NC(=O)Cc1cccs1)=C\c1ccccc1 | -2 | x | -7 | -137 | x | x | x | -48
CC(C)NC(=O)c1ccccc1NC(=O)C1COc2ccccc2O1 (centres undefined) | 7 | -13 | -1 | 14 | x | x | x | x
COc1ccc(CCNC(=O)C2CCN(S(=O)(=O)c3ccc(C)cc3)CC2)cc1 | 4 | x | 2 | 52 | 1 | 5 | 0 | -35
CO[C@@H]1CN(C)C(=O)c2cc(NS(=O)(=O)c3ccccc3)ccc2OC[C@H](C)N(C(=O)NC(C)C)C[C@@H]1C | -3 | 4 | 1 | 6 | -5 | 1 | 5 | 0
CCOc1ccc(C(=S)NC2CCCCC2)cc1OC | x | 0 | 3 | x | -5 | -1 | -2 | 12
Fc1ccccc1COc1ccc(/C=N/NC(=S)NCc2ccccc2)cc1 | 8 | -12 | -2 | -25 | x | x | x | x
CCCCCC(=O)N1C[C@H](n2cc(COC(=O)c3ccccc3)nn2)[C@@H](O)C[C@@H]1c1ccc(Cl)cc1 | -5 | -8 | 3 | 24 | -2 | -4 | 15 | 3
COc1cccc(S(=O)(=O)N2C[C@H](O)COC[C@@H]3O[C@H](CC(=O)Nc4ccccc4)CC[C@H]32)c1 | 3 | -4 | -1 | 9 | 0 | 1 | -3 | -7
